Assay outcomes as filed in PubChem.
Tau fluor counter = counter-screen for tau fibril formation inhibitors; tau K18 P301L Alexa594 fluorescence, heparin fibrillization; Potency, µM (series often up to 57.7 µM), for inactives: at the highest dose activity change, negative = decrease; 280,000 tested, 0.93% active; AID 1463; note: % is set by controls: 0 for no effect and ±100 for the full control effect; nearly all actives have a fitted effect of over 55% in size
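Human tau K18 P301L (15 uM unlabeled, 0.24 uM Alexa 594-labeled) in 100 mM sodium acetate pH 7 with 20 uM heparin, 6 hr at 37 C. ThT 30 uM added, 1 hr ambient; Alexa 594 FP and total fluorescence read at 555/632 nm.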
TRb-SRC2 inh = TRbeta-SRC2 interaction inhibition; P10828; TRbeta-SRC2 peptide binding, fluorescence polarization; receptor liganded with 1 µM T3; Potency, µM (doses to about 106 µM), for inactives: top-dose activity change, negative = inhibition, usual class: inhibitors; 280,000 tested, 0.065% active;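 note: plate controls were bound peptide for no effect and peptide without receptor for full effect; nearly all actives have a fitted effect of over 50% in size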
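Assay buffer: 20 mM Tris-HCl, 100 mM NaCl, 10% glycerol, 1 mM EDTA, 0.01% NP-40, 1 mM DTT, 1 uM T3, 5% DMSO; TRb LBD 0.6 uM, Texas Red SRC2 20 nM; FP after 5 hr.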
Tau FP inhib = blocks human tau fibril formation measured by polarization; K18 P301L tau heparin fibrillization, Alexa594 FP, 6 h; Potency, µM (highest dose often 57.7 µM), without a hit: top-dose activity, negative = inhibition, hits mostly inhibitors; 280,000 tested, 0.39% active; note: % is set by controls: 0 for no effect and ±100 for the full control effect; nearly all actives have a fitted effect of over 55% in size
Target sequence (P10636 561-689 P618L limits assumed): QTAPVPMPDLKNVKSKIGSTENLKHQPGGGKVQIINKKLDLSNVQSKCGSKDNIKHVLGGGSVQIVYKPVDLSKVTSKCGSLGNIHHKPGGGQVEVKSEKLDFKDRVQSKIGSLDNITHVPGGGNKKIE
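Steps: dispense K18 P301L tau (15 uM plus 0.24 uM Alexa 594 tracer, final) in pH 7 sodium acetate; add compound; add heparin (20 uM final); incubate 6 hr, 37 C; add ThT (30 uM final); after 1 hr ambient, read FP.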
HTT cytoprotect = Huntington cell model cytoprotection by ATP luminescence; PC12 HTT-Q103 induced, cytoprotection, ATP luminescence, 40 h; Potency, µM (highest dose often 56.4 µM), without a hit: cytoprotection (ATP increase), hits mostly activators; 230,000 tested, 0.14% active; AID 1471;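 note: % of control where 0% means no effect; nearly all actives have a fitted effect of over 45% in size; toxic huntingtin expression switched on by the ecdysone agonist tebufenozide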
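Compounds were screened for protection of PC12 cells against cell death after tebufenozide induction (100 nM final) of mutant Huntingtin exon 1 (Q103) fused to GFP.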
L3MBTL1 inh = inhibitors of human L3MBTL1; Q9Y468; AlphaScreen L3MBTL1–H3K9me1 peptide binding; Potency, µM (titrated, usually from 57.1 µM), without a hit: at the highest dose activity, negative = inhibition, hits mostly inhibitors; 230,000 tested, 0.66% active; note: % is set by controls: 0 for no effect and ±100 for the full control effect; nearly all actives have a fitted effect of over 60% in size
Target sequence (Q9Y468 whole entry, looked up): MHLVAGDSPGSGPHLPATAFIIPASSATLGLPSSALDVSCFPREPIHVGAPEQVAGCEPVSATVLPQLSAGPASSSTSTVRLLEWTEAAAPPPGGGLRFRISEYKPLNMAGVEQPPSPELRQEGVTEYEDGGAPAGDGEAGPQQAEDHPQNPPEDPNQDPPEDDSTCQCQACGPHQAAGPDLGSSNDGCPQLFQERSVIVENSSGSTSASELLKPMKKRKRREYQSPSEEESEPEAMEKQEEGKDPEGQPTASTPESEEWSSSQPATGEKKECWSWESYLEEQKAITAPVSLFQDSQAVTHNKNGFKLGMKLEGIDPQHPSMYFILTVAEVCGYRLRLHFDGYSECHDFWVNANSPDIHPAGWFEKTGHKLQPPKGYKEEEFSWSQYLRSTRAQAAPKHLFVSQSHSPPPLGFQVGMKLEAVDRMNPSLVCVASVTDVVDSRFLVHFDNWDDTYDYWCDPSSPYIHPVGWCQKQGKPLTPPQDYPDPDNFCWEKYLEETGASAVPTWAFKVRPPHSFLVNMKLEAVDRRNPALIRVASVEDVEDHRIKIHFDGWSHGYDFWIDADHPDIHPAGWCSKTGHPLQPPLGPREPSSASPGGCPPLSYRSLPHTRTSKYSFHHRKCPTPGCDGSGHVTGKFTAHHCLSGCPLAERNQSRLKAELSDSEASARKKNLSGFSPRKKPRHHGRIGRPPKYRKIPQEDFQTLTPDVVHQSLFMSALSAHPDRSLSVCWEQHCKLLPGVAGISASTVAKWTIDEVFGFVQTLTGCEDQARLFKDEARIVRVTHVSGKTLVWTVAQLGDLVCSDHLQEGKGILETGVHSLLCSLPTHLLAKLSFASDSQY
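AlphaScreen proximity signal between nickel-chelate acceptor and streptavidin donor beads (final 10 ug/mL) reports binding of 50 nM L3MBTL1 to 75 nM biotin-H3 K9me1 peptide; complex incubated with compounds 30 min at room temperature; cefsulodin titration as control.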
TexasRed fluor = Texas Red fluorescence interference in TRb-SRC2 counter-screen | TRb/SRC2 Texas Red total fluorescence interference | Potency, µM (series often up to 106 µM), for the others: top-dose fluorescence change, negative = quenching | 280,000 tested, 0.29% active; active = well fitted curve in either direction with a large enough effect; inconclusive = small, poorly fitted or top-dose-only effect; note: % is set by controls: 0 for no effect and ±100 for the full control effect
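Human TRβ ligand-binding domain (0.6 uM) and Texas Red SRC2 peptide (20 nM) in Tris buffer with 1 uM T3 and 5% DMSO were incubated with pinned compound for 5 hr at ambient temperature. Total fluorescence was computed as S + 2P (555/632 nm).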
RECQ1 inh = inhibitors of human RECQ1 DNA helicase; P46063; RECQ1 DNA unwinding, red fluorescence kinetic read; Potency, µM (highest dose often 57.3 µM), without a hit: top-dose activity, negative = inhibition, usual class: inhibitors; 240,000 tested, 0.54% active; AID 2549;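 note: plate controls were vehicle for no effect and no enzyme for full effect; nearly all actives have a fitted effect of over 30% in size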
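50 nM RECQ1T1 preincubated 15 min with compound in Tris pH 8.0 buffer with MgCl2, DTT, Tween-20 and 2.5 ug/ml poly(dI-dC); started with 200 nM TAMRA/BHQ-2 forked duplex and 2 mM ATP. Unwinding read as fluorescence (525/598 nm), two reads 2 h apart.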
Tau fibril ThT = blocks human tau fibril formation measured by thioflavin T. recombinant tau K18 P301L, heparin-induced fibrillization, ThT fluorescence. AID 1460. 270,000 tested, 2.1% active. Potency, µM (highest dose often 57.4 µM), for the others: at the highest dose activity, negative = inhibition, hits mostly inhibitors. P10636; note: % is set by controls: 0 for no effect and ±100 for the full control effect; nearly all actives have a fitted effect of over 55% in size
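Fibril formation assay: tau K18 P301L at 15 uM with trace Alexa 594 label, heparin inducer 20 uM, pH 7 sodium acetate buffer, 37 C for 6 hr; endpoint ThT signal.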
* hit, by the source's call; [ ] = remark or other dose. Unless noted, calls come from the whole dose curve; as a rule, active = well fitted curve in the direction sought with a large enough effect; inconclusive = small, poorly fitted or top-dose-only effect, or another doubt; inactive = no such curve, though single readings can be large; an effect the other way counts as inactive or inconclusive. Potency is the fitted concentration of half-maximal effect. This is a subset; count on the stated rates, not on these rows.

Screening COc1c(C)cc(C(=O)C2CCCN(C(=O)c3cccc(-n4cccn4)c3)C2)cc1C (configuration not stated) returned Tau fluor counter -12%, TRb-SRC2 inh -3%, Tau FP inhib 0%, HTT cytoprotect -41%[inhibitor], L3MBTL1 inh -7%, TexasRed fluor -7%, RECQ1 inh -1% and Tau fibril ThT inconclusive.
C=CCNC(=O)C12CC3CC(C1)CC(C(=O)NCC=C)(C3)C2 was read as Tau fluor counter 2%, TRb-SRC2 inh -4%, Tau FP inhib 6%, HTT cytoprotect 6%[10 µM], L3MBTL1 inh -1%, TexasRed fluor -7%, RECQ1 inh 8% and Tau fibril ThT 1%.
For COc1ccc(CCCc2n[nH]c(=S)o2)cc1 the results were Tau fluor counter -17%, TRb-SRC2 inh 7%, Tau FP inhib -16%, HTT cytoprotect -82%[inhibitor], TexasRed fluor 4%, RECQ1 inh -16% and Tau fibril ThT -12%.
COc1ccc(-c2[nH]nc3c2C(c2ccccc2OC(=O)N2CCOCC2)C(C#N)=C(N)O3)cc1 (configuration not stated) was read as Tau fluor counter -1%, TRb-SRC2 inh 8%, Tau FP inhib -10%, HTT cytoprotect 7%[10 µM], L3MBTL1 inh -20%, TexasRed fluor 1%, RECQ1 inh 3% and Tau fibril ThT -11%.
Screening CCOC(=O)c1ccc(NC(=O)c2oc3ccc4c(c3c2C)C(=O)CC(C)(CC)O4)cc1 (configuration not stated) returned Tau fluor counter -23%, TRb-SRC2 inh 3%, Tau FP inhib -19%, TexasRed fluor -4% and Tau fibril ThT -9%.
COc1ccc(C(=O)Nc2cccc(-c3nnc(-c4ccco4)o3)c2)cc1 was read as Tau fluor counter inconclusive, TRb-SRC2 inh -9%, Tau FP inhib inconclusive, HTT cytoprotect -53%[inhibitor], TexasRed fluor -4%, RECQ1 inh -11% and Tau fibril ThT -20%.
For COc1cccc(CNC(=O)c2cc(S(=O)(=O)N3CCCCC3)cn2C)c1 the results were Tau fluor counter -4%, TRb-SRC2 inh -8%, Tau FP inhib -4%, TexasRed fluor -1% and Tau fibril ThT 4%.
For Cc1ccccc1NC(=O)CSc1ccncc1 the results were Tau fluor counter -4%, TRb-SRC2 inh -3%, Tau FP inhib 6%, HTT cytoprotect -1%[10 µM], L3MBTL1 inh -10%, TexasRed fluor -1%, RECQ1 inh -3% and Tau fibril ThT -7%.
Screening CCOC(=O)C1CCN(C(=O)CN(c2ccc3c(c2)OCO3)S(C)(=O)=O)CC1 returned Tau fluor counter -2%, TRb-SRC2 inh -9%, Tau FP inhib -8%, HTT cytoprotect -3%[0.074 µM], TexasRed fluor -3%, RECQ1 inh 3% and Tau fibril ThT -3%.
Screening CC(=O)c1ccc(NC(=O)CC2Oc3ccc(C)cc3NC2=O)cc1 (configuration not stated) returned Tau fluor counter -7%, TRb-SRC2 inh -1%, Tau FP inhib -6%, TexasRed fluor -11% and Tau fibril ThT -4%.

Copied from above (5 entries):
COc1ccc(C(=O)Nc2cccc(-c3nnc(-c4ccco4)o3)c2)cc1 was read as Tau fluor counter inconclusive, TRb-SRC2 inh -9%, Tau FP inhib inconclusive, HTT cytoprotect -53%[inhibitor], TexasRed fluor -4%, RECQ1 inh -11% and Tau fibril ThT -20%.
For COc1cccc(CNC(=O)c2cc(S(=O)(=O)N3CCCCC3)cn2C)c1 the results were Tau fluor counter -4%, TRb-SRC2 inh -8%, Tau FP inhib -4%, TexasRed fluor -1% and Tau fibril ThT 4%.
For Cc1ccccc1NC(=O)CSc1ccncc1 the results were Tau fluor counter -4%, TRb-SRC2 inh -3%, Tau FP inhib 6%, HTT cytoprotect -1%[10 µM], L3MBTL1 inh -10%, TexasRed fluor -1%, RECQ1 inh -3% and Tau fibril ThT -7%.
Screening CCOC(=O)C1CCN(C(=O)CN(c2ccc3c(c2)OCO3)S(C)(=O)=O)CC1 returned Tau fluor counter -2%, TRb-SRC2 inh -9%, Tau FP inhib -8%, HTT cytoprotect -3%[0.074 µM], TexasRed fluor -3%, RECQ1 inh 3% and Tau fibril ThT -3%.
Screening CC(=O)c1ccc(NC(=O)CC2Oc3ccc(C)cc3NC2=O)cc1 (configuration not stated) returned Tau fluor counter -7%, TRb-SRC2 inh -1%, Tau FP inhib -6%, TexasRed fluor -11% and Tau fibril ThT -4%.

Next section
COCCNC(=O)c1ccc(C2SCC(=O)N2Cc2ccco2)cc1 (configuration not stated) was read as Tau fluor counter 2%, TRb-SRC2 inh -8%, Tau FP inhib 5%, HTT cytoprotect -1%[10 µM], L3MBTL1 inh 52%[activator], TexasRed fluor -4%, RECQ1 inh -11% and Tau fibril ThT 4%.
For CCCNC(=O)c1nc(C)n(-c2ccc([N+](=O)[O-])cc2)n1 the results were Tau fluor counter -2%, TRb-SRC2 inh 8%, Tau FP inhib 2%, HTT cytoprotect -40%[inhibitor], L3MBTL1 inh -17%, TexasRed fluor -1%, RECQ1 inh -5% and Tau fibril ThT -5%.
`Cn1c(=O)n(C)c2cc(S(=O)(=O)O)ccc21` gave Tau fluor counter 6%, TRb-SRC2 inh -8%, Tau FP inhib 9%, HTT cytoprotect 0%, L3MBTL1 inh 12%, TexasRed fluor -3%, RECQ1 inh inactive and Tau fibril ThT 7%.
For C[C@@H](CCc1ccccc1)NC[C@H](O)c1ccc(O)c(C(N)=O)c1 the results were TRb-SRC2 inh 2%, HTT cytoprotect 10%[40.3 µM], TexasRed fluor 0% and RECQ1 inh -3%[25.9 µM].
Screening CCCCCC(=O)Nc1cccc(C2=NOC3(C2)C[C@H](C(N)=O)N(C(=O)CCCCC)C3)c1 (some centres not stated) returned Tau fluor counter -5%, TRb-SRC2 inh -6%, Tau FP inhib 0%, HTT cytoprotect 14%[10 µM], TexasRed fluor -3%, RECQ1 inh inactive and Tau fibril ThT 1%.
For COc1cc2c(cc1NC(=O)COC(=O)[C@@H](NS(=O)(=O)c1cccc(Cl)c1)C(C)C)oc1ccccc12 the results were Tau fluor counter -28%, TRb-SRC2 inh 5%, Tau FP inhib inconclusive, HTT cytoprotect 5%[10 µM], L3MBTL1 inh 1%, TexasRed fluor 0%, RECQ1 inh -12% and Tau fibril ThT -10%.
Screening COc1ccc(CCNC(=O)CSc2nc3[nH]ncc3c(=O)n2-c2ccccc2Br)cc1OC returned Tau fluor counter 0%, TRb-SRC2 inh 2%, Tau FP inhib -6%, HTT cytoprotect -21%, TexasRed fluor -1%, RECQ1 inh -2% and Tau fibril ThT 3%.
`Cc1cc(C)n(CC(=O)Nc2ccc([N+](=O)[O-])cc2)n1` gave Tau fluor counter -14%, TRb-SRC2 inh -6%, Tau FP inhib -9%, HTT cytoprotect -2%[10 µM], L3MBTL1 inh -2%, TexasRed fluor -2%, RECQ1 inh -3% and Tau fibril ThT -10%.
`COc1cc2c(cc1OC)CC1(CCCCC1)N=C2` gave Tau fluor counter -2%[2.34 µM], TRb-SRC2 inh 3%, Tau FP inhib -15%[2.34 µM], HTT cytoprotect 5%[10 µM], L3MBTL1 inh 2%, TexasRed fluor -3%, RECQ1 inh 0% and Tau fibril ThT 0%.
Screening Cn1c2c(c(=O)n(C)c1=O)C(c1ccc(Br)cc1)Nc1ccccc1O2 (configuration not stated) returned Tau fluor counter -9%, TRb-SRC2 inh -10%, Tau FP inhib 2%, HTT cytoprotect -10%[0.074 µM], L3MBTL1 inh -12%, TexasRed fluor -3%, RECQ1 inh -10% and Tau fibril ThT -11%.
Screening COc1ccccc1NC(=O)C1=C(C)Nc2nnnn2C1c1cc(Br)ccc1OC (configuration not stated) returned Tau fluor counter -16%, TRb-SRC2 inh 1%, Tau FP inhib -8%, HTT cytoprotect -38%, L3MBTL1 inh -7%, TexasRed fluor 3%, RECQ1 inh -1% and Tau fibril ThT -10%.
`O=C(NCCc1ccc(Cl)cc1)C1CCC(CNc2c(N3CCCCC3)c(=O)c2=O)CC1` (configuration not stated) gave Tau fluor counter -17%, TRb-SRC2 inh 6%, Tau FP inhib 1%, L3MBTL1 inh 3%, TexasRed fluor -3%, RECQ1 inh -4% and Tau fibril ThT -7%.
`O=S(=O)(c1ccc(Cl)cc1)N1CCN(C(=S)Nc2ccccc2F)CC1` gave Tau fluor counter -18%, TRb-SRC2 inh 7%, Tau FP inhib 1%, HTT cytoprotect 35%[10 µM], L3MBTL1 inh -3%, TexasRed fluor 1%, RECQ1 inh -14% and Tau fibril ThT -6%.
`Cc1ccn(C(=O)c2cc3ccccc3oc2=O)n1` gave Tau fluor counter -15%, TRb-SRC2 inh -11%, Tau FP inhib -13%, HTT cytoprotect -4%, TexasRed fluor -3%, RECQ1 inh -5% and Tau fibril ThT -19%.
`COc1ccc(C)cc1NC(=O)c1nnn(Cc2cccc(Br)c2)c1N` gave Tau fluor counter -21%, TRb-SRC2 inh -8%, Tau FP inhib inconclusive, TexasRed fluor inconclusive and Tau fibril ThT 4%.
CC1CC2=C(NC(=S)NC2c2ccc(F)cc2)/C(=C/c2ccc(F)cc2)C1 (configuration not stated) was read as Tau fluor counter -12%, TRb-SRC2 inh -2%, Tau FP inhib -4%, HTT cytoprotect -22%, L3MBTL1 inh -15%, TexasRed fluor 1%, RECQ1 inh -14% and Tau fibril ThT -13%.
`Cc1ccc(C)c2[nH]c(=O)c(CCNC(=O)C(C)(C)C)cc12` gave Tau fluor counter -9%, TRb-SRC2 inh 9%, Tau FP inhib -9%, HTT cytoprotect -11%[10 µM], L3MBTL1 inh 5%, TexasRed fluor 0%, RECQ1 inh -4% and Tau fibril ThT -13%.
